Insulin prom up = insulin promoter activators in MIN6 cells, imaging, high-content screening, mouse beta cells; z-score at 5 µM; MIN6 insulin promoter-GFP reporter; active compounds read high; 190,000 tested, 0.3% active;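 active = z-score above 3 at 5 µM with at least 500 cells counted in the well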
T cell HTS = modulators of CD8 T cell-vesicle binding, primary screen, mouse 2C CD8+ T cells, flow cytometry; 2C CD8+ T cell-vesicle binding; active compounds read low; calls only at 7 µM; 330,000 tested, 0.068% active;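 active = response, share of CD8 T cells binding vesicles, and their 90th percentile fluorescence all below set limits, cut at about 80% in these data, passing the limit was not always enough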
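Material: murine 2C transgenic CD8+ T lymphocytes / Also added: QL9-peptide-loaded Drosophila micro-vesicles bearing Ld, ICAM-1 and B7-1 / Schedule: binding step 1.5 h, 37 °C, antibody labelling 20 min, ice / Signal: flow cytometry, PE anti-B7-1 (FL2) versus Alexa647 anti-CD8 (FL8), PFA-fixed / Evaluation: percent CD8+ FL2 mean versus row control / Benchmarks: naked versus QL9-loaded vesicles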
MT stabilize HCS = microtubule stabilizers in HeLa cells, primary screen, imaging, high-content imaging. % tubulin-high responders, % at 10 µM. 200,000 tested, 0.83% active. HeLa tubulin immunostaining HCS, 24 h; share of cells brighter than vehicle mean+2SD;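 active = plate Z-score above 3 for both tubulin-high and condensed-nucleus cell shares, with cell loss under 80%, at 10 µM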;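 also: anti alpha tubulin signal scored within the nucleus-defined area of each cell; some results filed as inactive read as strong as hits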
PMI inhibitors = inhibitors of human PMI, primary screen, biochemical, fluorescence intensity, coupled assay (AID 1209); purified PMI enzyme, coupled fluorescence intensity; higher % means a stronger effect; inhibition, % at 20 µM, or IC50 in µM where a hit was titrated; 190,000 tested, 0.42% active;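 also: plate controls were DMSO vehicle for no effect and wells lacking substrate for full effect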
PMI inhibition = human PMI inhibitors, high substrate, primary screen, biochemical, fluorescence intensity, high mannose 6-phosphate (AID 1220); Mannose-6-phosphate isomerase (Homo sapiens); recombinant PMI enzyme, coupled fluorescence intensity; higher % means a stronger effect; 190,000 tested, 0.66% active; inhibition, % at 20 µM, or IC50 in µM where a hit was titrated
bCat nuc transl = modulators of beta-catenin nuclear translocation, primary screen, imaging, HeLa cells, immunofluorescence, high-content; nuclear translocation activity, % at 5 µM; 190,000 tested, 0.3% active;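 active = nuclear translocation activity above 50% at 5 µM, with a well cell count of 50 or more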;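 also: per-cell ratio of nuclear to cytoplasmic median beta-catenin stain intensity; plate controls were DMSO negative control for no effect and GSK-3 inhibitor IX positive control for full effect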
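Test system: human HeLa cell line; Doses: 5 µM primary, 0.02–20 µM confirmation; Incubation: 24 h compound exposure, 37°C; Detection: beta-catenin immunofluorescence imaging with DAPI; Read-out: beta-catenin nuclear/cytoplasmic ratio, % activation.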
Autophagy HCS = autophagy modulators in MEF cells, primary screen, imaging, high-content, MEF GFP-LC3; MEF GFP-LC3 puncta imaging; test concentration mostly 10 µM; calls only at 10 µM (by protocol); 190,000 tested, 0.98% active; AID 463193, 2010;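 active = percentage of spot-positive cells more than 3 SD above its plate mean, without a fluorescence outlier flag or 80% toxicity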;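 also: spot-positive cell cutoff set from DMSO-treated cells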
TNAP activators = human TNAP enzyme activators, primary screen, biochemical, luminescent, no phosphate acceptor, uHTS (AID 1001); Alkaline phosphatase, tissue-nonspecific isozyme (Homo sapiens); purified TNAP, luminescent activation assay, no phosphate acceptor; higher activation fold means a stronger effect; one-dose activation fold at 20 µM; EC50 in µM for titrated hits; 200,000 tested, 0.03% active; in the data active = activation fold from about 3, or a potency from the dose series; inactive = the rest, 99 in 100 with activation fold below about 1.6; also: many of its hits are not listed in these tables
Hep lipid drop = inhibitors of hepatocyte lipid droplet formation, primary screen, imaging, high-throughput imaging, BODIPY stain; AML12 mouse hepatocytes, oleate lipid droplets; inhibition, % at 6.5 µM; 240,000 tested, 0.4% active;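 active = lipid droplet intensity inhibited by at least 50%, with more than 500 cells counted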
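Material: mouse AML12 hepatocyte cell line, fixed after treatment; Timing: compound with oleate, overnight; Technique: high-content imaging of BODIPY-stained droplets and DAPI nuclei; Probe or stimulus: oleate, 100 µM final; Dosing: compound at 6.5 µM only.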
Insulin prom up cell count = also measured in Insulin prom up; calls as there; cell count; measured here: cytotoxicity, nuclei count;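 total cells summed across four imaged fields per well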
Hep lipid drop cells 6.5 µM = further read-out of Hep lipid drop, marked with its call; cell count; measured here: cell count, cytotoxicity flag;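 cells counted across two imaged fields per well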
bCat nuc transl cell count 5 µM = further read-out of bCat nuc transl, marked with its call; cell count; measured here: cell count, cytotoxicity flag
T cell HTS vesicle-bound % = also measured in T cell HTS; calls as there; double positive events, %; measured here: CD8+ vesicle-bound cell fraction;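 binding gate set so that unloaded-vesicle control wells show 10% double positive cells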
MT stabilize HCS Hoechst-high % = further read-out of MT stabilize HCS, marked with its call; % Hoechst-high responders; measured here: nuclear condensation Hoechst responders;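 share of cells brighter than vehicle mean plus two SD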
MT stabilize HCS cytotoxicity % = also measured in MT stabilize HCS; calls as there; toxicity, %; measured here: cytotoxicity by cell density;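 0% = mean cell density of plate MIN control wells and 100% = no cells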
Autophagy HCS cell loss 18 h = recorded beside Autophagy HCS, whose call it bears; toxicity, %; measured here: cell loss, nuclei count;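 cell loss after 18 h compound exposure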
The depositor's hits bear a star; i = inactive; . = not tested or not shown. Rule as the data show it, unless noted: active = inhibition above about 50%; inactive = the rest. Rows are unselected; any-hit rate near 2.9%.

nr	Structure	Insulin prom up	Insulin prom up cell count	T cell HTS	T cell HTS vesicle-bound %	MT stabilize HCS	MT stabilize HCS Hoechst-high %	MT stabilize HCS cytotoxicity %	PMI inhibitors
1	O=C(/C=C/c1cccc(Cl)c1)NCc1ccncc1	0.11	1504	i	11	2.6	2.2	0.1	2%
2	COc1ccc(C(CNC(=O)c2cccc(N(C)C)c2)N2CCCC2)cc1 (stereo not given)	-0.49	742	i	33	1.4	1.2	6.5	4%
3	O=C(COC(=O)C1CCN(S(=O)(=O)c2cccs2)CC1)Nc1ccccc1	-0.05	1264	i	54	6.1	1.3	4.0	3%
4	O=C(O)C12CC3CC(C1)CC(n1ncc(N4CCN(c5ccccc5)CC4)c(Cl)c1=O)(C3)C2	.	.	i	33	3.6	2.4	0.3	14%
5	O=c1[nH]c(CN2CCN(S(=O)(=O)c3ccc4ccccc4c3)CC2)nc2ccccc12	0.15	1586	i	64	2.6	3.0	8.4	3%
6	NC(=O)C1CCN(CC(=O)Nc2ccccn2)CC1	0.53	1370	i	30	2.5	1.7	4.0	14%
7	CCN(CC)C(=O)CSc1ncccc1-c1nc2ccccc2[nH]1	0.08	1506	i	35	3.6	2.0	9.1	-14%
8	N/C(=N\OC(=O)c1ccc(=O)n(Cc2ccc(Cl)cc2)c1)c1ccccn1	0.57	1247	i	52	4.4	3.1	0.4	-2%

nr	PMI inhibition	bCat nuc transl	bCat nuc transl cell count 5 µM	Autophagy HCS	Autophagy HCS cell loss 18 h	TNAP activators	Hep lipid drop	Hep lipid drop cells 6.5 µM
1	-11%	0.3	1051	i	-14	0.9	4	659
2	3%	-3.9	991	i	4	1.1	.	.
3	6%	-2.5	1089	i	-5	1.2	-1	668
4	0%	-1.3	957	i	6	1.1	14	571
5	2%	-2.3	1060	i	-12	1	3	677
6	12%	.	.	i	3	1.1	8	742
7	-7%	-2.3	1103	i	13	1.1	-9	746
8	7%	0.3	1124	i	9	1.1	.	.

The results go on:
nr	Structure	Insulin prom up	Insulin prom up cell count	T cell HTS	T cell HTS vesicle-bound %	MT stabilize HCS	MT stabilize HCS Hoechst-high %	MT stabilize HCS cytotoxicity %	PMI inhibitors
9	CC1CCN(C(=O)CSc2nc3ccccc3c(=O)[nH]2)CC1	0.71	1473	i	38	2.5	1.6	7.5	9%
10	Cc1cc(C(=O)NNc2cc(Cl)ccc2Cl)no1	0.12	1396	i	7	.	.	.	.
11	O=C(NC(NCc1ccccn1)(C(F)(F)F)C(F)(F)F)c1ccco1	-0.06	1181	i	14	2.9	1.4	6.1	4%
12	CC1=CC(C)(C)N(C(=O)CCl)c2ccccc21	0.36	1509	i	35	4.0	1.4	4.2	3%
13	O=C(O)CCC(=O)N1CCN(c2nc(-c3ccccc3Cl)c3cc(Br)ccc3n2)CC1	.	.	i	19	2.1	1.7	9.7	3%
14	Cc1cc(=O)[nH]c(N/N=C/c2c[nH]c3ccccc23)n1	-0.34	1221	i	52	.	.	.	.
15	Cc1cc(C)c(NC(=O)NC2CCCCC2)c(C)c1	1	1247	i	45	5.3	1.5	9.6	-4%
16	Cc1cc(C)nc(SCCC(=O)Nc2cccc3ccccc23)n1	0.13	1597	i	19	3.3	1.7	9.1	-4%

nr	PMI inhibition	bCat nuc transl	bCat nuc transl cell count 5 µM	Autophagy HCS	Autophagy HCS cell loss 18 h	TNAP activators	Hep lipid drop	Hep lipid drop cells 6.5 µM
9	12%	1.0	1020	i	-5	1	-6	679
10	.	-2.5	1190	.	.	.	2	709
11	14%	-3.3	938	i	-4	1.1	.	.
12	7%	-0.1	1565	i	13	1	8	675
13	-14%	.	.	i	16	1.1	.	.
14	.	-1.5	920	.	.	.	-13	679
15	-5%	3.4	608	i	-2	1.1	-111	768
16	0%	-1.7	1358	i	-16	1.1	.	.

Copied from the listing for reference:
nr	Structure	Insulin prom up	Insulin prom up cell count	T cell HTS	T cell HTS vesicle-bound %	MT stabilize HCS	MT stabilize HCS Hoechst-high %	MT stabilize HCS cytotoxicity %	PMI inhibitors
9	CC1CCN(C(=O)CSc2nc3ccccc3c(=O)[nH]2)CC1	0.71	1473	i	38	2.5	1.6	7.5	9%
10	Cc1cc(C(=O)NNc2cc(Cl)ccc2Cl)no1	0.12	1396	i	7	.	.	.	.

nr	PMI inhibition	bCat nuc transl	bCat nuc transl cell count 5 µM	Autophagy HCS	Autophagy HCS cell loss 18 h	TNAP activators	Hep lipid drop	Hep lipid drop cells 6.5 µM
9	12%	1.0	1020	i	-5	1	-6	679
10	.	-2.5	1190	.	.	.	2	709

Later entries.
nr	Structure	Insulin prom up	Insulin prom up cell count	T cell HTS	T cell HTS vesicle-bound %	MT stabilize HCS	MT stabilize HCS Hoechst-high %	MT stabilize HCS cytotoxicity %	PMI inhibitors
17	O=C(NCCN1CCN(C(=O)c2cccs2)CC1)C(=O)Nc1ccc(Br)cc1	.	.	i	26	3.0	3.1	4.1	0%
18	Cc1nc2ccccn2c1C(=O)N=Nc1c(O)[nH]c2ccccc12	0.03	1205	i	52	2.8	1.6	2.4	6%
19	COC(=O)[C@@H]1C[C@@]2(O)[C@H](O)[C@H](O)[C@H](O)C[C@H]2N1CC(c1ccccc1)c1ccccc1	1.1	952	i	6	.	.	.	.
20	CCCCNC(=O)c1ccc2c(c1)N(CC)C(=O)c1ccccc1S2(=O)=O	-0.9	1795	i	27	4.9	1.7	8.6	10%
21	OC(c1cccs1)(c1cccs1)C1C[N+]2(CF)CCC1CC2 (stereo not given)	-0.28	1791	i	52	3.3	1.6	5.4	8%
22	CCOC(=O)C(=NC(C)CC)NNc1cccc(C(F)(F)F)c1 (stereo not given)	-0.32	1170	i	37	4.1	2.1	4.6	-33%
23	CCC(=O)Nc1cccc(NC(=O)CSc2nnc(-c3ccc(NS(C)(=O)=O)cc3)n2C)c1	-0.58	1396	i	5	5.5	1.5	1.2	5%
24	CN1CCN(C(=O)C2=C[C@@H](C3CC3)C[C@@H](OCc3ccc(CO)cc3)O2)CC1	-0.19	1411	i	29	3.2	1.5	0.8	8%

nr	PMI inhibition	bCat nuc transl	bCat nuc transl cell count 5 µM	Autophagy HCS	Autophagy HCS cell loss 18 h	TNAP activators	Hep lipid drop	Hep lipid drop cells 6.5 µM
17	-6%	.	.	i	3	1.1	-8	817
18	2%	3.0	433	i	2	1	1	718
19	.	-1.2	1326	.	.	.	7	657
20	11%	-0.3	1094	i	-5	1.1	6	684
21	12%	2.9	1026	i	-11	1.1	29	718
22	-55%	1.2	514	i	-2	1.1	8	631
23	7%	0.5	896	i	11	1	.	.
24	4%	-0.6	1166	i	35	1.1	-2	731

The listing continues:
nr	Structure	Insulin prom up	Insulin prom up cell count	T cell HTS	T cell HTS vesicle-bound %	MT stabilize HCS	MT stabilize HCS Hoechst-high %	MT stabilize HCS cytotoxicity %	PMI inhibitors
25	O=S(=O)(c1ccc(OCC(O)CN2CCN(c3ccccc3O)CC2)cc1)N1CCOCC1 (stereo not given)	-2.1	1018	i	4	4.6	2.8	7.1	14%
26	CCNCCNC(=O)c1c(O)c2ccccc2n(CC)c1=O	0.05	1281	i	67	4.5	3.1	9.9	12%
27	Cc1ccsc1C(=O)NNC(=O)C1CC=CCC1C(=O)O (stereo not given)	-0.04	1175	i	48	5.1	1.4	2.6	-5%
28	CN(C)CCCN(C(=O)CCc1ccccc1)c1nc2ccc(Cl)cc2s1	-0.89	1051	i	11	7.2	2.4	7.9	-4%
29	CCN(C(=O)CSc1ncccc1C(=O)OC(C)C)c1cccc(C)c1	0.08	786	i	31	3.0	1.3	7.2	3%
30	CN1COc2ccc3ccccc3c2C1	-0.27	1249	i	30	2.2	1.7	5.4	41%
31	COC(=O)CNC(=O)C(Cc1ccccc1)NS(=O)(=O)c1ccc2c(c1)c(=O)n(C)c(=O)n2C (stereo not given)	.	.	i	42	2.8	2.0	6.9	7%
32	COc1ccc2c(c1)[nH]c1c(N3CCSCC3)ncnc12	1.6	1140	i	28	.	.	.	.
33	Oc1ccccc1-c1cc(-c2ccccc2)no1	0.91	1513	i	45	3.1	1.7	4.7	6%
34	O=S(=O)(c1ccc2ncn(O)c2c1)N1CCOCC1	0.56	1580	i	59	2.9	2.6	13	9%

nr	PMI inhibition	bCat nuc transl	bCat nuc transl cell count 5 µM	Autophagy HCS	Autophagy HCS cell loss 18 h	TNAP activators	Hep lipid drop	Hep lipid drop cells 6.5 µM
25	27%	-6.0	995	i	-9	1	.	.
26	14%	0.6	1020	i	3	1.1	-14	719
27	-4%	-2.4	563	i	7	1	7	712
28	-2%	0.8	998	i	7	1	6	579
29	-1%	.	.	i	38	1.1	-33	760
30	68%*	-1.4	1059	i	23	1.1	-3	782
31	9%	-6.2	1149	i	20	1.1	-5	646
32	.	0.7	1159	.	.	.	6	655
33	4%	0.2	1222	i	21	1.1	.	.
34	9%	1.2	897	i	11	1	3	664

Source: PubChem BioAssay (several laboratories)
